T cell modulator = T cell immune modulators affecting CD8 T cell-vesicle binding | 2C CD8+ T cell-vesicle binding, flow cytometry; hits give low values | AID 2052 | 0.068% of 330,000 active | calls only at 7 µM;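 active means response, share of CD8 T cells binding vesicles, and their 90th percentile fluorescence all below set limits, cut at about 80% in these data, passing the limit was not always enough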
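Assay system – 2C mouse CD8+ T cells · Also added – QL9-loaded Drosophila micro-vesicles · Timing – Cell–vesicle co-incubation 1.5 h at 37 °C, staining 20 min on ice · Signal – flow cytometry of vesicle-bound cells · Measure – percent CD8+ FL2 mean versus row control · Controls – Peptide-free naked vesicles (low) and QL9 vesicles with 0.7% DMSO vehicle (high)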
Hep lipid drop = modulators of hepatic lipid droplet formation | 0.4% of 240,000 active | AID 1656 | AML12 mouse hepatocytes, oleate lipid droplets, BODIPY imaging | inhibition, % at 6.5 µM;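 active means lipid droplet intensity inhibited by at least 50%, with more than 500 cells counted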
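Material: mouse AML12 hepatocyte cell line, fixed after treatment; Timing: compound with oleate, overnight; Technique: high-content imaging of BODIPY-stained droplets and DAPI nuclei; Probe or stimulus: oleate, 100 µM final; Dosing: compound at 6.5 µM only.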
Hep lipid drop cells 6.5 µM = further read-out of Hep lipid drop, marked with its call; cell count; measured here: cell count, cytotoxicity flag;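 cells counted across two imaged fields per well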
T cell modulator vesicle-bound % = second read-out of T cell modulator, no call of its own (marks repeat the call); double positive events, %; measured here: CD8+ vesicle-bound cell fraction;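 binding gate set so that unloaded-vesicle control wells show 10% double positive cells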
* marks the source's active call; other numbers are inactive results; i = inactive. Some of the compounds tested; the hit share may differ from the screen's.

SMILES	T cell modulator	T cell modulator vesicle-bound %	Hep lipid drop	Hep lipid drop cells 6.5 µM
COc1ccc(/C=C/C(=O)O)cc1S(=O)(=O)N1CCc2ccccc21	i	30	-4	769
CCCC1(c2ccccc2)NC(=O)NC1=O (stereo unspecified)	i	35	0	809
CC(=O)CSc1nnc(-c2ccco2)n1-c1ccccc1	i	18	2	750
COc1ccc(CCNC(=O)CCS(=O)(=O)c2ccc3c(c2)NC(=O)C(C)S3)cc1OC (stereo unspecified)	i	15	-22	775
Cc1ccc(C)c(OCCn2nnc3ccccc32)c1	i	2	-13	839
Cc1ccc(C(C(=O)NC2CCCC2)N(Cc2ccc(F)cc2)C(=O)c2snc(C(N)=O)c2N)o1 (stereo unspecified)	i	18	-66	784
Cc1cc2c3c([nH]c2cc1S(=O)(=O)N1CCC2(CC1)OCCO2)CCCC3=O	i	10	-13	676
Cc1ccccc1CN(C)C(=O)c1ccc2ccccc2n1	i	55	-24	728
O=C(CN1CCN(S(=O)(=O)N2CCCCC2)CC1)Nc1ccc(Cl)c(Cl)c1	i	5	-8	796
CCn1c(/C=C/c2ccc(O)c(O)c2)nc2ccccc2c1=O	i	58	4	848
CCOC(=O)C1(Cc2ccccc2C)CCCN(C(=O)CCc2c(C)noc2C)C1 (stereo unspecified)	i	6	-27	656
Cc1cccc(OC(C)C(=O)Nc2nccs2)c1 (stereo unspecified)	i	19	2	705
COc1ccc(S(=O)(=O)NC(C)C(=O)Nc2ccc3c(c2)OCCO3)cc1OC (stereo unspecified)	i	14	22	761
CCC(C)(C)NC(=O)CN(Cc1ccc2c(c1)OCO2)C(=O)CCC(=O)Nc1cc(C)ccn1	i	16	-7	793
O=S(=O)(NCc1cccnc1)c1ccc(Cl)cc1	i	51	-3	793
COc1cc(C(=O)NCCOc2ccc(C)c(C)c2)cc(OC)c1OC	i	62	0	858
Cc1ccn2cc(-c3cccc(S(=O)(=O)N4CCCC4)c3)nc2c1	i	16	3	747
CCC(CC)c1nnc(NC(=O)C23CC4CC(CC(NC(C)=O)(C4)C2)C3)s1	i	20	11	823
CCN(CC)C1CCN(Cc2c(C(=O)N3CCCCCCC3)nc3ccc(Cl)cn23)C1 (stereo unspecified)	i	25	-2	675
CCN(Cc1ccc(OC)c(F)c1)C(=O)c1cc2ccccc2o1	i	21	-17	776
CCOC(=O)c1sc2nc(C)nc(NCCc3ccc(S(N)(=O)=O)cc3)c2c1C	i	19	1	779
CCCn1nc(NS(=O)(=O)c2ccc(F)cc2)c2cc3ccccc3nc21	i	59	1	714
O=S(=O)(NC1CC1)c1ccccc1	i	27	10	826
NC(=O)C1CC(=O)N(CCc2ccc(F)cc2)C1 (stereo unspecified)	i	48	6	813
COc1cccc(/C=N/n2c(C3CCCCC3)n[nH]c2=S)c1O	i	47	-3	801

Single records (already shown). Screens in order: T cell modulator, T cell modulator vesicle-bound %, Hep lipid drop, Hep lipid drop cells 6.5 µM
Cc1ccc(C(C(=O)NC2CCCC2)N(Cc2ccc(F)cc2)C(=O)c2snc(C(N)=O)c2N)o1 (stereo unspecified) across the screens: i, 18, -66, 784
CCN(CC)C1CCN(Cc2c(C(=O)N3CCCCCCC3)nc3ccc(Cl)cn23)C1 (stereo unspecified) across the screens: i, 25, -2, 675
CCCn1nc(NS(=O)(=O)c2ccc(F)cc2)c2cc3ccccc3nc21 across the screens: i, 59, 1, 714
COc1cc(C(=O)NCCOc2ccc(C)c(C)c2)cc(OC)c1OC across the screens: i, 62, 0, 858
Cc1cccc(OC(C)C(=O)Nc2nccs2)c1 (stereo unspecified) across the screens: i, 19, 2, 705

Next part:
SMILES	T cell modulator	T cell modulator vesicle-bound %	Hep lipid drop	Hep lipid drop cells 6.5 µM
Cc1ccc(CSC2=NCCN2S(=O)(=O)c2ccc(F)cc2)cc1	i	38	-17	665
COc1ccc(CCNC(=O)c2nnn(CC(=O)Nc3c(C)cc(C)cc3C)c2N)cc1OC	i	10	3	754
Cc1ccc(N(C(=O)CNC(=O)c2ccco2)C(C(=O)NCC2CCCO2)c2ccccc2)c(C)c1 (stereo unspecified)	i	47	-6	779
O=C(NCCN1CCN(c2ccccc2Cl)CC1)Nc1ccccc1	i	26	4	782
COc1ccc(Br)c(C(=O)Nc2nc3ccccc3[nH]2)c1	i	35	7	840
COC(=O)CCCC(=O)NC1CCCN(C2Cc3ccccc3C2)C1 (stereo unspecified)	i	5	-3	756
CCOC(=O)N1CCN(C(=O)CCc2ccc(S(=O)(=O)NC(C)C)cc2)CC1	i	52	5	882
COc1cccc(CNC(=O)CCCn2nc(C)c3c(C)n(-c4ccc(C)cc4)nc3c2=O)c1OC	i	24	10	789
CCCC(NC(=O)COc1cc2c(c3oc(=O)cc(C)c13)CCC(C)(C)O2)C(=O)O (stereo unspecified)	i	30	-1	810
S=C(NCc1cccc(Cl)c1)NCc1ccco1	i	64	-12	841
Cc1ccc2c(c1)N(CC(=O)NC1CCCC1)C(=O)c1cccnc1O2	i	48	-9	826
COc1ccc2[nH]c(=O)c(CN(c3ccccc3)S(=O)(=O)c3ccccc3)cc2c1	i	8	-5	813
COc1ccc(CCNC(=O)c2ccccc2OCc2ccccc2)cc1	i	12	-19	773
O=C(N=C1SC2CS(=O)(=O)CC2N1c1cccc(Cl)c1Cl)C1CC1 (stereo unspecified)	i	8	1	668
COc1cccc(CNC(=O)C2CCN(c3nn4c(=O)cc(C)nc4s3)CC2)c1	i	22	15	753
Cc1ccc(S(=O)(=O)NCCCNS(=O)(=O)c2ccccc2[N+](=O)[O-])cc1	i	58	-1	790
Cc1cc(C)cc(NC(=S)N2CCCC2)c1	i	17	-5	693
COc1cccc(NC(=O)c2cccc(N3C(=O)C4C5C=CC(C5)C4C3=O)c2)c1 (stereo unspecified)	i	41	-9	709
CCOCCCNC(=O)c1cc(Cl)c(NC(=O)C2=C(C)OCCS2)cc1OC	i	58	4	804
Cc1ccc(S(=O)(=O)c2nc(S(C)(=O)=O)sc2N2CCC(O)CC2)cc1	i	26	-26	693
CCc1nc(N2CCN(CC(=O)NCC3CCCO3)CC2)c(C#N)c2c1COC(C)(C)C2 (stereo unspecified)	i	35	2	710
O=C(COc1ccc2c3c(c(=O)oc2c1)CCC3)NCCCN1CCOCC1	i	12	-2	733
CC(=O)c1ccc(OCC(=O)N2CCN(S(=O)(=O)c3ccc(C)cc3C)CC2)cc1	i	65	1	818
CCCC(=O)Nc1c2c(nn1-c1ccc(C)cc1)CS(=O)(=O)C2	i	27	6	738
CCCc1nc(SCC(=O)N2CCCC2)c2c(=O)n(C)c(=O)n(C)c2n1	i	68	20	811

Entries listed so far that contain a COOH group, in the order listed:
SMILES	T cell modulator	T cell modulator vesicle-bound %	Hep lipid drop	Hep lipid drop cells 6.5 µM
COc1ccc(/C=C/C(=O)O)cc1S(=O)(=O)N1CCc2ccccc21	i	30	-4	769
CCCC(NC(=O)COc1cc2c(c3oc(=O)cc(C)c13)CCC(C)(C)O2)C(=O)O (stereo unspecified)	i	30	-1	810

The list continues.
SMILES	T cell modulator	T cell modulator vesicle-bound %	Hep lipid drop	Hep lipid drop cells 6.5 µM
COc1ccc(NC(=O)/C(=C\c2ccccc2)NC(=O)c2ccco2)cc1	i	16	-1	807
O=C(NCCCO)c1cc2c([nH]c3ccccc32)c(-c2ccc(F)cc2)n1	i	38	9	806
CCN1CCN(S(=O)(=O)c2ccc3c(c2)NC(=O)CS3)CC1	i	37	1	789
COc1ccc(C(CCNCc2ccc(N(C)C)cc2)c2ccccc2)cc1 (stereo unspecified)	i	29	-3	816
CCOC(=O)c1cc(S(=O)(=O)NC2CCCCC2)cn1C	i	30	13	702
O=C(NCC1CCCO1)c1cn(-c2ccccc2)nc1-c1ccc(F)cc1 (stereo unspecified)	i	12	-9	814
Cc1ccc(C)c(S(=O)(=O)N2CCCOC2CNC(=O)C(=O)NCCCN2CCOCC2)c1 (stereo unspecified)	i	40	1	822
CCOC(=O)C1CCN(Cc2cc(Cl)c3ccccc3c2O)CC1	i	12	-25	740
N#Cc1ccc(OCC(O)CN2CCN(C(c3ccccc3)c3ccccc3)CC2)cc1 (stereo unspecified)	i	35	1	846
COc1ccc(C(=O)NCCN2CCN(C(=O)c3ccc(OC)c(OC)c3)CC2)cc1OC	i	30	4	773
O=C(NCCc1ccccc1C(F)(F)F)C1CCC(=O)N(CCCN2CCCC2=O)C1 (stereo unspecified)	i	62	0	818
CCOc1ccc(S(=O)(=O)N2CCCC(C(=O)N3CCN(c4ccccc4)CC3)C2)cc1 (stereo unspecified)	i	68	-19	674
COCCNC(=O)c1cccc(OC2CCN(Cc3ccc(F)c(OC)c3)CC2)c1	i	56	4	758
Cc1cc(NC(=O)c2ccccc2)cc(NC(=O)c2ccccc2)c1C	i	22	-5	771
COc1ccc(C)cc1NC(=O)C(NCC(O)c1ccccc1)c1ccccc1 (stereo unspecified)	i	62	-41	812
COc1ccc(CN2CC(=O)N(c3cc(Cl)ccc3C)C2=S)cc1OC	i	55	5	814
Cc1ccccc1N1CCN(CC(=O)Nc2nc(C)c(C(=O)N(C)C)s2)CC1	i	59	-2	831
Cc1cccc(C)c1N(CC(=O)N(C)Cc1ccccc1)S(C)(=O)=O	i	7	-1	765
CCS(=O)(=O)C1=NSC2=NC(=O)/C(=C\c3ccc(OS(=O)(=O)c4ccccc4)cc3)C(=N)N21	i	11	0	758
CN(C)S(=O)(=O)N1CCC(Oc2ccc(C(=O)NC3Cc4ccccc4C3)cc2)CC1	i	64	2	764
CC(C)c1nc2cc(C(=O)N3CCNC(=O)C3c3cccc(F)c3)ccc2o1 (stereo unspecified)	i	30	-12	690
COc1ccc(OC)c(Nc2c3c(nc4ccccc24)CCC3)c1	i	20	-274	378
CCCS(=O)(=O)c1nc(S(=O)(=O)c2ccc(C)cc2)c(N2CCC(C(N)=O)CC2)s1	i	53	-18	772
COc1cccc(NC(=O)CCC(=O)N2CC(C)Oc3ccc(C)cc32)c1 (stereo unspecified)	i	39	17	719
CC1(C)Cc2c(cnn2-c2ccccc2)C(NC(=O)c2ccoc2)C1 (stereo unspecified)	i	60	-16	669

3 entries drawn at random from the list so far:
SMILES	T cell modulator	T cell modulator vesicle-bound %	Hep lipid drop	Hep lipid drop cells 6.5 µM
O=C(NCCCO)c1cc2c([nH]c3ccccc32)c(-c2ccc(F)cc2)n1	i	38	9	806
CC1(C)Cc2c(cnn2-c2ccccc2)C(NC(=O)c2ccoc2)C1 (stereo unspecified)	i	60	-16	669
COc1ccc(C(=O)NCCN2CCN(C(=O)c3ccc(OC)c(OC)c3)CC2)cc1OC	i	30	4	773

(more compounds)
SMILES	T cell modulator	T cell modulator vesicle-bound %	Hep lipid drop	Hep lipid drop cells 6.5 µM
CCn1cc(CN2CCN(Cc3ccccc3)C(CCO)C2)c2ccccc21 (stereo unspecified)	i	62	14	826
CCCCc1cc(=O)oc2c(C)c(OCC(=O)N3C[C@H]4C[C@@H](C3)c3cccc(=O)n3C4)ccc12	i	22	-24	794
CC1=C(C(=O)OC2CCCCC2)C(c2ccc(N(C)C)cc2)NC(=O)N1 (stereo unspecified)	i	56	-1	792
COc1ccc(C(=O)OCC(=O)Nc2nnc(-c3ccccc3)o2)cc1	i	48	-3	825
CCOP(=O)(OCC)c1ccccc1OCP(C)(=O)COc1ccccc1P(=O)(OCC)OCC	i	37	-2	412
Cc1cc(N2CCOCC2)nc2ccc(NC(=S)NCCN(C)C)cc12	i	76	-10	810
COc1ccccc1C(=O)Nc1ccc(C(=O)Nc2ccccc2C(=O)O)cc1	i	37	-3	686
Cc1ccc(-c2cc(C(=O)N3CCc4ccccc4C3)[nH]n2)cc1C	i	46	-15	722
CCC(=O)Nc1cccc(-c2ccc(N3CCN(C)CC3)nn2)c1	i	39	-12	765
O=C(NCc1ccco1)c1ccc2nccnc2c1	i	71	20	865
Cc1ccc(CCNC(=O)CCn2ccc3cc(S(=O)(=O)N4CCCC4)ccc32)cc1	i	28	-22	758
CN(Cc1ccccc1)C(=O)CCC1CCN(S(C)(=O)=O)CC1	i	53	-1	820
CCc1ccc(C(=O)Nc2cc(C)on2)o1	i	14	20	735
COc1ccc(NC(=O)Oc2ccccc2)cc1Cl	i	45	-2	809
O=C(CCCOc1ccc(Cl)cc1)NCCc1ccccc1	i	63	-2	796
COc1ccccc1OCC(=O)NCC1CCCN(C(=O)c2ccccc2C(C)=O)C1 (stereo unspecified)	i	27	-1	802
CC(CC(=O)NC1CCCCC1)S(=O)(=O)c1ccc2c(c1)NC(=O)CO2 (stereo unspecified)	i	13	-8	797
CC1(C)CC(=O)C=C(Nc2ccc(Cl)c(Br)c2)C1	i	62	-7	815
Cc1ccc(C)c(S(=O)(=O)c2c(C)cc(C)[nH]c2=O)c1	i	34	4	861
Cc1ccc(C(=O)NC(=S)N2CCCC2)cc1	i	7	-37	649
CSc1ccccc1OCc1cc(C(=O)N(C)C2CCCc3ccccc32)no1 (stereo unspecified)	i	31	-41	781
CC(C)n1cc(CN2CCC(n3nccc3NC(=O)Cc3ccccc3)CC2)cn1	i	33	2	797
COc1ccc(CNCc2cccc(C)c2)cc1	i	52	7	807
CCC(c1nnnn1CS(=O)(=O)c1ccc(C)cc1)N1CCC(C(N)=O)CC1 (stereo unspecified)	i	24	5	831
COc1cccc2sc(N(CCN(C)C)C(=O)c3ccc4c(c3)CCCC4)nc12	i	67	-8	856
